Bioassay records: PubChem BioAssay, several laboratories
CHT PAM – allosteric activators of human choline transporter CHT; Q9GZV3; CHT-expressing cells, membrane potential dye, choline EC20; active compounds read high; LV-AA mutant CHT in HEK293 cells; B-score at 10 µM; hit rate 0.49% among 310,000; AID 488977;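 active means initial fluorescence not abnormally high and integrated response B-score, plate-corrected, over 3 SD above library mean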
Target sequence (Q9GZV3 whole entry, looked up): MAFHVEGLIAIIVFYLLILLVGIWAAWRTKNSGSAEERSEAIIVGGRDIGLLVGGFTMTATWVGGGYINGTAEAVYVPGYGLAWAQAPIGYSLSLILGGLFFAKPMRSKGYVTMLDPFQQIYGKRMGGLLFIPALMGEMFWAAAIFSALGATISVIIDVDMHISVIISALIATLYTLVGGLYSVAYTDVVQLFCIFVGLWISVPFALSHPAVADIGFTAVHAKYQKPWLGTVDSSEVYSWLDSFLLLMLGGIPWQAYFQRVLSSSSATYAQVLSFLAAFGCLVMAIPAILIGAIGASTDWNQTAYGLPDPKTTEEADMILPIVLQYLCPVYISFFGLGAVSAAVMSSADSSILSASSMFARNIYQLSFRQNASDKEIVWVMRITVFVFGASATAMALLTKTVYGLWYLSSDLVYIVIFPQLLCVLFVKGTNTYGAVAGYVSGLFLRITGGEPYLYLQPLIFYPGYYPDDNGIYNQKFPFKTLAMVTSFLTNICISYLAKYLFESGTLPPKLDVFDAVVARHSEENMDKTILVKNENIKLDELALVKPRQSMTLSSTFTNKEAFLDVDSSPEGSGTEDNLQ
OX1R antagonist – human HCRTR1 antagonism; O43613; CHO/OX1R cells, Fluo-8 calcium fluorescence, orexin A; inhibition, % at 5 µM; hit rate 0.43% among 330,000; AID 434989;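 active means inhibition above its plate's threshold, mean inhibition of all tested compounds on the plate plus 3 SD, cut at about 37% in these data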;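 further: 0% = orexin A challenge wells and 100% = SB-334867-A antagonist wells; not every result past the cut was called active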
Target sequence (O43613 whole entry, looked up): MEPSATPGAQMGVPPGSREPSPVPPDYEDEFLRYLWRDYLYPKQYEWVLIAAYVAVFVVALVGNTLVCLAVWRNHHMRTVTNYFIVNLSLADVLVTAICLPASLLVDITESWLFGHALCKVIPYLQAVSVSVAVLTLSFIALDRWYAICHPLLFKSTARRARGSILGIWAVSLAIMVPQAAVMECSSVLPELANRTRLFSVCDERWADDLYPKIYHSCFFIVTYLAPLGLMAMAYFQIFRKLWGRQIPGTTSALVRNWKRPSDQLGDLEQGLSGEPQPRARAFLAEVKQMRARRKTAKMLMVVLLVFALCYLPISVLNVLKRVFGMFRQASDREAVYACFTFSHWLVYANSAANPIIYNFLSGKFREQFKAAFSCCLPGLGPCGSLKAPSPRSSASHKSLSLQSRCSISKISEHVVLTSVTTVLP
Numbers without * were called inactive; i = inactive; . = not tested or not shown.

canonical_smiles	CHT PAM	OX1R antagonist
CN(C)C(=N)c1n[nH]nc1SCc1ccccc1	i	-1
CCOC(=O)N/N=C/c1ccc(N2CCOCC2)s1	i	-6
COC(=O)C(C)Oc1ccc(=O)[nH]n1 (stereo not drawn)	i	1
CCn1nnc(NC(=O)c2sc3ccccc3c2Cl)n1	i	-16
COc1ccc(S(=O)(=O)NCC(=O)N(CC(=O)NCC2CCCO2)c2cc(C)ccc2C)cc1 (stereo not drawn)	i	-21
CN(C)S(=O)(=O)c1cc(NC2CC(=O)N(c3ccc(F)cc3)C2=O)ccc1Cl (stereo not drawn)	i	-6
COCCCn1nnnc1SCC(=O)N1CCCC1	i	-9
COc1ccc(NC(=O)CS(=O)c2cccc(C(F)(F)F)c2)cc1 (stereo not drawn)	i	-8
O=[N+]([O-])c1cccc(S(=O)(=O)N2CCc3ccccc3C2)c1	i	-32
CC(C)c1cc(NC(=O)C(C)(C)C)cc(C(C)C)c1O	i	-2
O=C(Cc1ccc(F)cc1)N/N=C/c1ccc2c(c1)OCO2	i	-20
Cc1cccc(NC(=O)c2nc[nH]c2C(=O)NCCCNC(=O)c2[nH]cnc2C(=O)Nc2cccc(C)c2)c1	.	-10
O=C(Cn1cnc2c(cnn2-c2ccc(Cl)cc2)c1=O)NC1CCCCC1	i	-19
C[C@]12C[C@H](O)[C@@H]3c4ccc(O)cc4CCC3[C@@H]1CCC2=O (stereo partly drawn)	i	-10
Cn1c(CNc2ccc(Cl)cc2)nnc1SCC#N	i	-12
O=C(NC(=S)Nc1ccccc1Cl)c1cncc(Br)c1	i	-27
CC(=O)c1c(C)[nH]c(C(=O)Nc2cccc(S(=O)(=O)N3CCCCC3)c2)c1C	.	-3
CC(NS(=O)(=O)c1ccc2c(c1)CC(C)N2C(=O)C1CC1)c1ccccc1 (stereo not drawn)	i	-5
CC(C)(C)OC(=O)NCCc1nnc(SCC(=O)c2ccc(Cl)cc2)o1	i	1
CSC1=NCCN1C(=O)c1c(F)cccc1Cl	i	-25
Cc1cccc(N2CCN(C(=O)CSc3nc4ccccc4nc3N3CC(C)OC(C)C3)CC2)c1C (stereo not drawn)	i	-65
Cc1cc(C(F)(F)F)nn1CCCNC(=O)c1cnccn1	i	-7
COc1ccc(CNCC(=O)Nc2cc(C)nn2-c2nc(C)cc(C)n2)cc1OC	i	-28
Cc1ccc(-n2nc(C(=O)O)c(C)c(C#N)c2=O)cc1Cl	i	-27
CCCOc1ccc(CCC(=O)N/N=C/c2ccco2)cc1	i	-9
CCOc1cc(CC(=O)N[C@@H](CC(C)C)c2ccccc2N2CCCCC2)ccc1C(=O)O	i	-30
COc1ccccc1Cc1nc(-c2ccncc2)no1	i	-19
CC1=NN(Cc2ccccc2)C(=O)C1C(c1ccc(Cl)cc1)C(C#N)C#N (stereo not drawn)	i	-17
CCc1nnc(NC(=O)CSc2nnc(C)c(=O)n2N)s1	i	-1
CCCCCCCCC1=NCCc2c1[nH]c1ccccc21	i	-10
CCOC(=O)CSc1nc2sc3c(c2c(=O)n1-c1ccc(OCC)cc1)CCN(C)C3	i	-18
CCCCNC(=O)COC(=O)c1cc(C)nc2ccccc12	i	-13
Cc1ccc(Nc2nnc(SC3CCOC3=O)s2)c(C)c1 (stereo not drawn)	i	-12
O=C(CSc1nnc(-c2ccccc2)o1)NC1CCCC1	i	-18
O=C(Nc1ccccc1)c1ccc(N2CCN(c3ccccn3)CC2)c(S(=O)(=O)N2CCOCC2)c1	i	-16
COc1cc(CCC(=O)Nc2c(C(=O)N3CCN(c4ccccc4)CC3)oc3ccccc23)on1	i	-13
CCOc1ccc(C(=O)Nc2cc(-c3nc4ccccc4[nH]3)ccc2Cl)cc1[N+](=O)[O-]	i	-2
CC(C)C1CC(c2ccccc2)(C(CN)CO)CCO1 (stereo not drawn)	i	-22
CN(C)S(=O)(=O)c1cc(C(=O)NCC2CCCO2)c(Cl)cc1Cl (stereo not drawn)	i	-30
CC1(C)SC(=S)N(/N=C/c2ccccc2O)C1N(O)C(=O)Nc1ccccc1 (stereo not drawn)	i	-18
Clc1ccccc1-c1nc(N/N=C/c2cccnc2)c2ccccc2n1	i	-37
CCC(C)(C)n1nnnc1C(c1cccc(C#N)c1)N1CCN(c2cc(C)ccc2C)CC1 (stereo not drawn)	i	-2
COc1cccc(CNC(=O)C(C)n2ccc3cc(S(=O)(=O)N4CCCCCC4)ccc32)c1 (stereo not drawn)	i	-5
CC(NC(=O)C1CCC(CNc2c(N3CCCCC3)c(=O)c2=O)CC1)c1ccccc1 (stereo not drawn)	i	-7
CCOC(=O)c1c(C2COc3ccccc3O2)csc1N (stereo not drawn)	i	-23
CCc1ccc(OCC(=O)Nc2ccc(S(=O)(=O)N3CCCC3)cc2)c(Br)c1	i	-26
CCOC(=O)C1CCN(CC(=O)Nc2ccc(OC)c(S(=O)(=O)N3CCCCC3)c2)CC1	.	-21
CCCn1c(=O)c2ccccc2n2c(SCc3nc4ccccc4s3)nnc12	i	-20
Cc1ccc(OCC(=O)c2cc(C)n(-c3ccccc3)c2C)c([N+](=O)[O-])n1	i	-12
Cc1cc2sc(NC(=O)c3ccco3)nc2cc1Cl	i	-12

Additional entries:
canonical_smiles	CHT PAM	OX1R antagonist
O=C(CCNC(=O)c1ccco1)Nc1cccc(Br)c1	i	-4
CCOc1ccc(S(=O)(=O)N2CCCC(C(=O)NCc3cccnc3)C2)cc1C (stereo not drawn)	i	-13
O=C(COc1ccc(Br)cc1)NCCCN1CCCC1=O	.	-21
CCOC(=O)N1CCC(=NNC(N)=O)CC1	i	-16
O=C(CCN1C(=O)/C(=C/c2ccc3c(c2)OCO3)SC1=S)Nc1cccc(C(=O)O)c1	i	-5
O=C(CN(c1ccccc1)S(=O)(=O)c1ccccc1)N/N=C/c1ccc(OC2CSC2)cc1	i	-17
COc1ccc(CCN2C(=O)CC(C(N)=O)SC2=Nc2ccc(F)cc2)cc1OC (stereo not drawn)	i	-29
O=C(CN(c1ccc(F)cc1)S(=O)(=O)c1ccc2c(c1)OCCO2)NCc1ccccc1	i	-35
CSCc1ccc(C(=O)N2CCC(N3CCC(C(=O)NC(C)C)CC3)CC2)o1	i	7
COc1ccccc1-c1nc(-c2ccc(Br)o2)no1	i	-25
Cc1cc(C)n(C(=O)CNC(=O)c2ccco2)n1	i	-5
CN(C)S(=O)(=O)N1CCN(C(=O)c2ccc3c(c2)OCO3)CC1	i	-6
Cc1[nH][nH]c(=O)c1C	.	-13
COCCCN1C(=O)c2ccc(C(=O)OCC(=O)NCCc3ccccc3)cc2C1=O	i	-24
CCCc1oc(C(=O)O)cc1CN	i	-8
CCN1C(=O)c2ccccc2S(=O)c2ccc(C(=O)N3CCCC3)cc21 (stereo not drawn)	i	-13
C/C(=N\OCC(=O)NCC(F)(F)F)c1cc2ccccc2o1	i	4
CCOC(=O)c1c(NC(=O)COC(=O)Cn2c(C(F)(F)F)nc3ccccc32)sc(C)c1C	i	-24
Cc1cc(C)cc(C(=O)NC(CC(N)=O)c2ccc(NCC3CC3)c([N+](=O)[O-])c2)c1 (stereo not drawn)	i	-10
C/C(=N\NC(=O)c1ccc(CSc2nc(C)cc(C)n2)cc1)c1ccco1	i	-8
CCc1cccc(NC(=O)C2CCCN(S(=O)(=O)c3c(C)[nH]c(=O)[nH]c3=O)C2)c1 (stereo not drawn)	i	-15
CCc1nnc(N2C(=O)c3ccccc3C2(O)c2ccccc2)s1 (stereo not drawn)	i	-21
COc1ccc(NC(=O)CN2CCN(C3c4ccccc4-c4ccccc43)CC2)c(OC)c1	i	-36
CCOc1ccc(CCNC(=O)CS(=O)Cc2nc(-c3ccccc3Cl)oc2C)cc1OCC (stereo not drawn)	i	18
COc1ccc(Cl)cc1NC(=O)CN(C)CC(=O)Nc1ccccc1C(F)(F)F	i	-32
CC1(NC(=O)N2CCOCC2)CCS(=O)(=O)C1 (stereo not drawn)	i	1
COc1ccccc1C1C2=C(CC(C)(C)CC2=O)Nc2nnnn21 (stereo not drawn)	i	-6
Cc1cc(/C(N)=N/OC(=O)Nc2cccc(C(F)(F)F)c2)no1	i	-4
COc1ccc(N2CCN(c3nc4c(c(=O)[nH]c(=O)n4C)n3Cc3cccc(C)c3)CC2)cc1	i	-10
COCC(C)n1c(C)cc(C(=O)CN2C(=O)NC3(CCCCC3C)C2=O)c1C (stereo not drawn)	i	-7

Next part
| SMILES | CHT PAM | OX1R antagonist |
| --- | --- | --- |
| Cc1ccccc1NC(=O)Cn1nnc(-c2ccc(N3CCOCC3)cc2)n1 | i | 9 |
| COc1cc(OC)c(OC)cc1/C=N/Nc1ncnc2c1[nH]c1ccccc12 | i | -1 |
| c1ccc(C2NCCn3cccc32)cc1 (stereo not drawn) | i | -30 |
| CC1CN(C(=O)CCC(=O)NC2CCCCC2)c2ccccc2S1 (stereo not drawn) | i | -9 |
| CCOc1ccc(CCNC(=O)CCNC(=O)c2ccccc2Cl)cc1OCC | i | -34 |
| COC(=O)c1ccc(/C=N/NC(=O)C2CC(=O)N(c3ccc(OC)cc3)C2)cc1 (stereo not drawn) | i | 1 |
| O=C(/C=C/c1ccc2c(c1)OCO2)Nc1c(C(=O)O)[nH]c2ccccc12 | i | -10 |
| COC(=O)C1C(O)=CC(=O)CC1C (stereo not drawn) | i | -16 |
| O=C(Nc1ccc(NC(=O)c2sc3ccccc3c2Cl)cc1Cl)c1ccco1 | i | -23 |
| CC(C)N1C(=O)CCC1C(=O)NCc1cccs1 (stereo not drawn) | i | 3 |
| COc1ccc(/C=N/N=C2\SCC(=O)N2c2c(C)n(C)n(-c3ccccc3)c2=O)cc1OC | i | -20 |
| CCn1ncc(Br)c1C(=O)Nc1sc2c(c1C(=O)OC)CCC2 | i | -27 |
| CCC(Oc1ccc(C)cc1)C(=O)Nc1ccc2c(c1)n(C)c(=O)n2C (stereo not drawn) | i | . |
| COc1ccc(S(=O)(=O)Nc2cccc(/C=C/C(=O)O)c2)cc1 | i | -13 |
| Clc1cccc(-c2nnc(SC/C=C/c3ccccc3)n2Cc2ccco2)c1 | 7.3* | 49* |
| Cc1cccc(-c2cc3c(N=O)c4ccccc4c-3n[nH]2)c1 | i | -16 |
| COc1ccc(C2CC(=O)Oc3ccc(OC)cc32)cc1 (stereo not drawn) | . | -8 |
| O=C(N/N=C/c1ccc2c(c1)OCO2)c1cc(-c2ccncc2)nc2ccccc12 | i | -28 |
| CCOC(OCC)c1cc2ccccc2cn1 | . | -6 |
| CCOc1ccc(S(=O)(=O)NCCCN2CCCC2=O)cc1 | i | -12 |
| COc1ccccc1C(=O)N1CCCC(c2nc(-c3cc(OC)c(OC)c(OC)c3)no2)C1 (stereo not drawn) | i | -11 |
| CC(C)C(C)(C#N)NC(=O)CSc1nncn1-c1ccccc1 (stereo not drawn) | i | -16 |
| O=C(N/N=C/c1ccco1)c1ccn[nH]1 | i | -9 |
| COC(=O)c1c(-c2c(Cl)cccc2Cl)noc1NC(=O)NN1CCCCC1 | i | -31 |
| O=C1OCc2cc(-n3cccc3)ccc21 | i | 4 |
| O=C(COc1ccc(Br)cc1Br)NC(=S)Nc1cccc(CO)c1 | i | -29 |
| O=C(CCN=C1NS(=O)(=O)c2ccccc21)OCC(=O)c1ccc(F)c(F)c1 | i | -12 |
| CCc1ccc(NC(=O)CSc2nnc(-c3cnccn3)n2C)cc1 | i | -11 |
| CCCCn1c(N)c(N(Cc2ccccc2OC)C(=O)C(C)Oc2ccc(F)cc2)c(=O)[nH]c1=O (stereo not drawn) | i | -12 |
| COc1ccc(N2CCN(C(=O)CC3NC4CCCCC4NC3=O)CC2)cc1 (stereo not drawn) | i | -11 |
| O=[N+]([O-])/C=C/c1cn(Cc2ccccc2)c2ccccc12 | i | -5 |
| O=S(=O)(c1ccc(OCC(O)CN2CCCC2)cc1)N1CCOCC1 (stereo not drawn) | i | -11 |
| CC1Cn2c(nc3c2c(=O)[nH]c(=O)n3C)O1 (stereo not drawn) | i | -23 |
| CCOC(=O)c1c(NC(=O)CN2C(=O)NC3(CCCCC3C)C2=O)sc(C(=O)N(C)C)c1C (stereo not drawn) | i | -41 |
| CCN(CC(=O)NCc1ccc(Cl)cc1)C(=O)/C=C/c1cccs1 | i | -18 |
| CCN(CC(=O)Nc1ccc(OC)cc1)CC(=O)Nc1ccc(Cl)cc1F | i | -9 |

Arranged by length of the SMILES (descending): 15 of the compounds above.
| SMILES | CHT PAM | OX1R antagonist |
| --- | --- | --- |
| CCCCn1c(N)c(N(Cc2ccccc2OC)C(=O)C(C)Oc2ccc(F)cc2)c(=O)[nH]c1=O (stereo not drawn) | i | -12 |
| CCOC(=O)c1c(NC(=O)CN2C(=O)NC3(CCCCC3C)C2=O)sc(C(=O)N(C)C)c1C (stereo not drawn) | i | -41 |
| COc1ccccc1C(=O)N1CCCC(c2nc(-c3cc(OC)c(OC)c(OC)c3)no2)C1 (stereo not drawn) | i | -11 |
| O=C(CCN=C1NS(=O)(=O)c2ccccc21)OCC(=O)c1ccc(F)c(F)c1 | i | -12 |
| COC(=O)c1c(-c2c(Cl)cccc2Cl)noc1NC(=O)NN1CCCCC1 | i | -31 |
| CCN(CC(=O)Nc1ccc(OC)cc1)CC(=O)Nc1ccc(Cl)cc1F | i | -9 |
| CCN(CC(=O)NCc1ccc(Cl)cc1)C(=O)/C=C/c1cccs1 | i | -18 |
| O=S(=O)(c1ccc(OCC(O)CN2CCCC2)cc1)N1CCOCC1 (stereo not drawn) | i | -11 |
| O=C(COc1ccc(Br)cc1Br)NC(=S)Nc1cccc(CO)c1 | i | -29 |
| CCc1ccc(NC(=O)CSc2nnc(-c3cnccn3)n2C)cc1 | i | -11 |
| CC(C)C(C)(C#N)NC(=O)CSc1nncn1-c1ccccc1 (stereo not drawn) | i | -16 |
| CCOc1ccc(S(=O)(=O)NCCCN2CCCC2=O)cc1 | i | -12 |
| CC1Cn2c(nc3c2c(=O)[nH]c(=O)n3C)O1 (stereo not drawn) | i | -23 |
| O=C(N/N=C/c1ccco1)c1ccn[nH]1 | i | -9 |
| CCOC(OCC)c1cc2ccccc2cn1 | . | -6 |
